SIAE primary: human SIAE inhibitors, primary screen, biochemical, fluorescence polarization, FP-Rh probe, 1536-well HTS; actives 0.69% (n = 370,000); inhibition, % at 9.66 µM; AID 1053197, 2014; Sialate O-acetylesterase (Homo sapiens), Q9HAT2; SIAE FP-Rh probe binding;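 active means inhibition above a cutoff: mean of compounds within the control limits plus 3 SD of those, cut at about 17% in these data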;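 further: 0% = plate median of compound wells and 100% = probe without SIAE protein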
TCR-CD3 inh: inhibitors of human TCR-CD3 interaction, primary screen, biochemical, fluorescence, TAMRA-labeled TCR probe. T-cell receptor (TCR). inhibition, % at 9.4 µM. actives 0.37% (n = 360,000); in the data active means inhibition above about 19%;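 further: recombinant mutant TCR 2C K166C tagged with TAMRA read by polarization; 0% = receptor in buffer alone and 100% = receptor with positive control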
TDP2 absorb: human TDP2 enzyme inhibitors, primary screen, biochemical, epi absorbance, recombinant enzyme; T5PNP hydrolysis, p-nitrophenol absorbance 415 nm; actives 0.34% (n = 370,000); Tyrosyl-DNA phosphodiesterase 2 (Homo sapiens), O95551; AID 720702, 2013; inhibition, % at 12.8 µM;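 active means inhibition above the mean of all tested compounds plus 3 SD, set per campaign, cut at about 25% in these data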;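 further: 0% = DMSO with enzyme and 100% = buffer with substrate but no TDP2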
Target sequence (O95551 whole entry, looked up): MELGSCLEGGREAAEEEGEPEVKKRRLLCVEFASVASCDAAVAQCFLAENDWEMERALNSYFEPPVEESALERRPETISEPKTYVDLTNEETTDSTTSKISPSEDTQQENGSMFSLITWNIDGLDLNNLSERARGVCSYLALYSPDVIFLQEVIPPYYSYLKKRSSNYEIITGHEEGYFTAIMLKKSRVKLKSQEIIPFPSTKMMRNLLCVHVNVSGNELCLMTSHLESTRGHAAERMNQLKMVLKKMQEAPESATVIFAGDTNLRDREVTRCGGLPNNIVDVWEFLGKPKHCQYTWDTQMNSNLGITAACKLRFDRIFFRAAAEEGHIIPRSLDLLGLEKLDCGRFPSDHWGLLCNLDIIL
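test system = human TDP2 enzyme | input = TDP2 enzyme at 120 nM final | medium = 50 mM Tris-HCl pH 7.5 with Mg2+, KCl, DTT, BSA | also added = T5PNP substrate, 5 mM | times = 2 h at 37 °C | technique = epi absorbance | benchmarks = high control without enzyme, low control DMSO plus TDP2 | replication = each compound tested once, singlicate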
MBD2 DNA inh: inhibitors of MBD2 binding to methylated DNA, primary screen, biochemical, TR-FRET, DNA-binding domain, human. Methyl-CpG-binding domain protein 2 (Homo sapiens), Q9UBB5. MBD2 binding to methylated oligonucleotide. inhibition, % at 4.4 µM. actives 0.31% (n = 370,000). AID 686964, 2013; in the data active means inhibition above about 13%
PRMT1 inh: PRMT1 methyltransferase inhibitors, primary screen, biochemical, fluorescence polarization; Protein arginine N-methyltransferase 1 (Homo sapiens), Q99873; recombinant PRMT1, activity-based probe fluorescence polarization; inhibition, % at 2.79 µM; actives 1.3% (n = 370,000); AID 652257, 2013;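 active means inhibition above about 21% made by adding two undisclosed values, limit read from the data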
DDE Tn6 FP inh: inhibitors of Tn6 peptide binding to fibrin DD(E), primary screen, biochemical, fluorescence polarization, human fibrin, Tn6 probe; Fibrin DD(E) TRITC-Tn6 fluorescence polarization displacement; inhibition, % at 8.3 µM; actives 0.21% (n = 370,000); Fibrinogen beta chain (Homo sapiens), P02675;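 active means inhibition above a per-campaign cutoff: mean of compounds within control limits plus 3 SD, cut at about 15% in these data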;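 further: 0% = median of all compound wells on the plate and 100% = blocking peptide control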
Target sequence (P02675 whole entry, looked up): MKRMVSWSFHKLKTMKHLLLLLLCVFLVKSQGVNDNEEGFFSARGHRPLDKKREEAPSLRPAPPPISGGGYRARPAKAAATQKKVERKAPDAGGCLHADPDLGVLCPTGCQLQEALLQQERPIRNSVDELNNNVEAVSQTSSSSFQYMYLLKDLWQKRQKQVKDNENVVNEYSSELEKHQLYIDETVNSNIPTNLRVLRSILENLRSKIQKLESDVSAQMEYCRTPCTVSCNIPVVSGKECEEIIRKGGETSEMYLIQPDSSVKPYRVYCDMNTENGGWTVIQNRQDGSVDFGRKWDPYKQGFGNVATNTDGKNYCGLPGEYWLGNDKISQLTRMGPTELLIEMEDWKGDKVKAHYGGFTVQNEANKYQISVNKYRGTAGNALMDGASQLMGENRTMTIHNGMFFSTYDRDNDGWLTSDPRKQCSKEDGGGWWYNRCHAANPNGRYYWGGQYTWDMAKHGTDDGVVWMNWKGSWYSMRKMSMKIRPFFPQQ
LEDGF integ inh: blockers of LEDGF/p75-dependent integrase strand transfer – biochemical, TR-FRET, high throughput, primary screen; HIV-1 integrase (with human LEDGF/p75); TR-FRET IN-LEDGF/p75 DNA integration, Eu/Cy5; inhibition, % at 3.7 µM; actives 0.64% (n = 370,000); AID 743269, 2014;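 active means inhibition above the screen-wide mean plus 3 SD, cut at about 13% in these data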;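 further: signal is the Cy5 over europium emission ratio at 671 and 618 nm; 0% = plate median of compound wells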
proKLK7 act: proKLK7 zymogen activators, primary screen, biochemical, fluorescence intensity; activation, % at 7 µM; purified proKLK7, EDANS-DABCYL substrate fluorescence; 100% is mature enzyme control, 0% vehicle; AID 652039, 2013; Kallikrein-7 (Homo sapiens), P49862; actives 0.9% (n = 370,000);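 active means activation above the mean of all tested compounds plus 3 SD, computed per campaign excluding outliers beyond control limits, cut at about 13% in these data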
UHRF1 binding: UHRF1 methylated DNA binding inhibitors, primary screen, counter-screen for MBD2 inhibitor project, biochemical, TR-FRET, human UHRF1, single concentration. actives 0.75% (n = 370,000). inhibition, % at 4.4 µM. UHRF1 binding to methylated oligo; in the data active means inhibition above about 21%;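 further: UHRF1 SRA domain binding a hemimethylated CpG hairpin DNA probe; 0% = median of test compound wells and 100% = reference inhibitor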
Tn7 DDE FP: inhibitors of Tn7 peptide binding to fibrin DD(E), primary screen, biochemical, fluorescence polarization, human fibrin, Tn7 probe. Fibrinogen beta chain (Homo sapiens), P02675. FP displacement of FITC-Tn7 peptide from fibrin DD(E); 0% = median of compound wells per plate. inhibition, % at 8.3 µM. actives 0.13% (n = 370,000);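 active means inhibition above the mean of compounds falling within the control limits plus 3 SD of them, cut at about 14% in these data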;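 further: 0% = plate median of compound wells and 100% = 10 µM Aha-Tn7 peptide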
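Assay system: human fibrin DD(E). Input: DD(E) 2 µM final. Medium: Tris buffer with calcium and detergent, pH 7.8. Compound dosing: single point at 8.3 µM. Timing: 10 min plus 3 h, room temperature. Technique: fluorescence polarization of the labelled Tn7 tracer. Read-out: percent inhibition. Replicates: singlicate testing.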
* hit, by the source's call; . = no result given. Outcome played no part in choosing rows; 4.6% or so of the library scored in one or more.

SMILES	SIAE primary	TCR-CD3 inh	TDP2 absorb	MBD2 DNA inh	PRMT1 inh	DDE Tn6 FP inh	LEDGF integ inh	proKLK7 act	UHRF1 binding	Tn7 DDE FP
CCSc1nc(=O)n(-c2ccccc2)c(C)c1C(C)=S	2	-3	-7	2	4	-5	-3	-0.5	-1	-1
CN(C)S(=O)(=O)c1ccc(N2CCCC2)c(C(=O)Nc2ccccc2N2CCOCC2)c1	-1	11	3	0	1	1	0	0.2	0	3
Cc1ccc2c(C)c(C(=O)N(C)CCC3CCCCO3)oc2c1C (stereo not drawn)	1	2	-6	-2	-1	0	5	0.3	1	-1
CCOC(=O)c1cc(C)sc1/N=C/C1=C(O)CCCC1=O	5	4	5	1	2	7	0	-0.7	0	-3
CN(C)S(=O)(=O)c1cccc(NC(=O)CNc2cccc(S(=O)(=O)N3CCCCC3)c2)c1	3	6	-1	-1	2	1	3	0.6	0	4
Cc1c(N)cccc1-n1cccc1	4	1	9	0	-4	3	1	0.3	-2	-1
CCOc1ccc(C(=O)O[C@H]2[C@H](Cc3ccccc3)NS(=O)(=O)[C@H]3C[C@@H]4C=C[C@]23O4)cc1	-19	4	4	-4	-3	-5	0	-0.1	-6	-7
COC(=O)c1ccc(OCC(O)CNCC(c2ccc(OC)cc2)N(C)C)c(OC)c1 (stereo not drawn)	5	0	26*	0	1	1	3	-0.7	1	-8
CCOc1ccccc1CNC(=O)C1CCC(=O)N1C(C)C (stereo not drawn)	0	-2	-8	5	5	3	2	-0.2	3	2
CCC(O)C1CCN(C(=O)c2cc(COc3ccc(F)cc3F)on2)CC1 (stereo not drawn)	7	2	11	-2	-1	7	5	0.7	-2	1
CCOc1cc(/C=N/NC(=O)c2ccccc2OCc2ccc(F)cc2)ccc1O	8	-8	-6	-5	5	-1	-4	-1.4	-1	5
CCC(=O)N1CCn2c1nc1ccccc12	1	-6	1	3	2	-5	-1	-0.2	1	-2
CC(=O)c1cc(F)c(N2CCN(CCC#N)CC2)cc1C	27*	-3	-6	-7	-4	-7	-1	0.5	0	-10
O=C(COC(=O)CCC(=O)c1ccc(F)cc1)NCc1ccccc1Cl	1	-5	9	3	-1	6	-1	-0.4	-4	1
COc1ccc(-c2cc(C(=O)Nc3ccc(C(N)=O)cc3)c3ccccc3n2)cc1	-30	2	-17	2	-1	-6	3	-4.4	-1	-5
CC(=O)c1cccc(S(=O)(=O)NC2CCSc3ccccc32)c1 (stereo not drawn)	0	1	-8	2	31*	-3	3	0.1	2	4
C/C(=N\NC(=O)Cc1ccccc1[N+](=O)[O-])c1cccnc1	-3	1	5	8	3	0	0	-0.2	2	5
CC(C)CN1CCC(=O)N([C@H](CSc2ccccc2)Cc2ccccc2)CC1	-1	6	1	2	-2	-4	0	0.4	-1	-1
N#Cc1ccc(-c2ccc(F)cc2)nc1Sc1ccccc1	-2	-6	8	4	1	-6	-2	-0.3	3	-8
CCc1nc2ccc(C(=O)Nc3cc(-c4ccccc4)ccc3OC)cn2c1N(CC)CCN(C)C	-6	-7	9	1	-2	6	0	-0.8	0	4
Cc1occc1-c1nnc(SCC(=O)c2ccc(F)cc2)o1	-7	-5	5	-4	-3	-1	0	0.9	-4	4
CCn1nnc(NC(=O)c2ccc(Br)o2)n1	-8	3	-8	-5	-6	-1	4	0.1	3	-9
O=C(CC(=O)c1ccccc1)CC(O)(C=Cc1ccccc1)c1ccccc1 (stereo not drawn)	-6	3	0	-5	0	5	-1	0.1	2	-2
Cc1ccc(-n2c(C)c([N+](=O)[O-])c3ccc(O)cc32)cc1	4	-3	-1	-4	6	6	-7	-0.6	-1	5
O=C(CSc1ncn[nH]1)Nc1ccc(OCc2ccccc2)cc1	-3	-8	4	-3	4	-2	-4	0.3	3	3
Next entries:
SMILES	SIAE primary	TCR-CD3 inh	TDP2 absorb	MBD2 DNA inh	PRMT1 inh	DDE Tn6 FP inh	LEDGF integ inh	proKLK7 act	UHRF1 binding	Tn7 DDE FP
CC(c1ccco1)N(C(=O)c1cccs1)c1ccccn1 (stereo not drawn)	4	-9	-7	2	-4	0	0	-0.6	1	0
O=C(NCCCN1CCOCC1)C1(c2ccccc2)CCCC1	11	8	3	-4	-2	5	-4	-0.6	-1	3
Cc1cccc(C)c1NC(=S)Nc1ccc(Cl)c(Cl)c1	3	4	-1	-1	-2	6	2	0.6	-1	-5
COc1ccc(C2C(CC(=O)O)=C(Nc3ccccc3)C(=O)N2c2ccccc2)cc1 (stereo not drawn)	6	2	3	0	1	5	0	0.2	-6	3
COCCCn1cc(CN2CC(N3CCN(C4CCN(C)CC4)CC3)CS2(=O)=O)nn1 (stereo not drawn)	1	3	0	4	-1	-7	7	0.4	13	-4
COc1ccc(N2CCN(C(=O)c3ccc4[nH]c(C)c(C)c4c3)CC2)cc1	5	-2	-4	3	3	1	-4	0.9	2	7
CCOc1ccc(NC(=O)c2ccco2)cc1	2	10	-2	-4	0	11	-3	0.6	0	1
CCn1nnc(NC(=O)c2cccc(-c3cc4ccccc4oc3=O)c2)n1	-7	0	11	-2	2	-5	0	-1.7	0	-7
COCCNC(=O)C(=O)Nc1ccc(Cl)cc1C	-3	0	-1	-3	-4	7	-4	0.1	1	2
COC(=O)c1cc(C(=O)c2cc(F)ccc2O)cn2c(=O)c3c(C)c(C)sc3nc12	-15	-5	10	3	-3	9	1	0.1	4	-5
O=C(CN1CCN(c2cccc(C(F)(F)F)c2)CC1)N(C1CCCC1)C1CCS(=O)(=O)C1 (stereo not drawn)	2	5	-4	1	-1	-2	-1	-0.1	0	-3
CC(=O)N1c2ccccc2C(=O)NCC1C(=O)NC(C)(C)C (stereo not drawn)	1	.	6	6	4	-2	3	1.0	-1	-3
CCOC(=O)c1[nH]c(C)c(C(=O)OCC(=O)NCc2ccc(Cl)cc2)c1C	-8	-11	11	-3	3	1	-8	-0.8	7	7
CCOC(=O)C1(Cc2cccc(Cl)c2)CCCN(C(=O)CCSC)C1 (stereo not drawn)	-1	1	-11	2	0	-1	2	-0.3	-1	2
Cc1cccc(OCCSc2nnc(-c3ccoc3C)n2C)c1	-8	1	-2	-1	-2	-11	-4	-0.2	1	1
CCOC(=O)C1CCN(C(=O)c2ccc(N3CCOCC3)c([N+](=O)[O-])c2)CC1	2	-5	8	1	3	7	-4	0.9	-1	5
c1ccc(OCc2nc3ccccc3s2)cc1	-1	-5	7	3	5	-6	-3	0.5	1	-2
COc1ccc(CCNC(=O)c2ccc(N(C)S(=O)(=O)c3ccc(C)cc3)cc2)cc1OC	0	4	-13	-3	3	-5	-4	0.1	5	0
O=C(Nc1ccc(F)cc1)Nc1cccc(Br)c1	-21	1	2	4	0	-15	-6	-0.5	-3	3
c1ccc(COCCCn2cc(-c3ccccc3)nn2)cc1	12	3	-3	4	-4	-2	-3	-0.3	2	3
NC(=O)NN=C1CCC(O)CC1CC(=O)O (stereo not drawn)	-6	5	1	-5	4	2	1	-2.3	-3	0
Cc1noc(C)c1S(=O)(=O)N1CCC(C(=O)N2CCC(C)CC2)CC1	0	-5	8	-4	2	8	-2	0.8	6	0
C=CCOC(=O)C1=C(C)N=C2SCCC(=O)N2C1c1cccs1 (stereo not drawn)	-13	-3	-4	3	0	-8	2	-0.7	-1	-3
Cc1nc2c(-c3ccccc3)c(C)nn2c(C)c1CCC(=O)O	2	9	9	1	-1	2	-1	0.5	1	-1
O=C(O)C1CCCCN1S(=O)(=O)c1ccc2ccccc2c1 (stereo not drawn)	2	2	10	7	4	-4	1	0.3	-1	-1
CC(C)(C)C(=O)O/N=C1\CCS(=O)(=O)c2sccc21	0	6	-2	-5	-1	-2	-1	0.2	-3	-5

Entries shown so far with a halogen, in the order listed:
SMILES	SIAE primary	TCR-CD3 inh	TDP2 absorb	MBD2 DNA inh	PRMT1 inh	DDE Tn6 FP inh	LEDGF integ inh	proKLK7 act	UHRF1 binding	Tn7 DDE FP
CCC(O)C1CCN(C(=O)c2cc(COc3ccc(F)cc3F)on2)CC1 (stereo not drawn)	7	2	11	-2	-1	7	5	0.7	-2	1
CCOc1cc(/C=N/NC(=O)c2ccccc2OCc2ccc(F)cc2)ccc1O	8	-8	-6	-5	5	-1	-4	-1.4	-1	5
CC(=O)c1cc(F)c(N2CCN(CCC#N)CC2)cc1C	27*	-3	-6	-7	-4	-7	-1	0.5	0	-10
O=C(COC(=O)CCC(=O)c1ccc(F)cc1)NCc1ccccc1Cl	1	-5	9	3	-1	6	-1	-0.4	-4	1
N#Cc1ccc(-c2ccc(F)cc2)nc1Sc1ccccc1	-2	-6	8	4	1	-6	-2	-0.3	3	-8
Cc1occc1-c1nnc(SCC(=O)c2ccc(F)cc2)o1	-7	-5	5	-4	-3	-1	0	0.9	-4	4
CCn1nnc(NC(=O)c2ccc(Br)o2)n1	-8	3	-8	-5	-6	-1	4	0.1	3	-9
Cc1cccc(C)c1NC(=S)Nc1ccc(Cl)c(Cl)c1	3	4	-1	-1	-2	6	2	0.6	-1	-5
COCCNC(=O)C(=O)Nc1ccc(Cl)cc1C	-3	0	-1	-3	-4	7	-4	0.1	1	2
COC(=O)c1cc(C(=O)c2cc(F)ccc2O)cn2c(=O)c3c(C)c(C)sc3nc12	-15	-5	10	3	-3	9	1	0.1	4	-5
O=C(CN1CCN(c2cccc(C(F)(F)F)c2)CC1)N(C1CCCC1)C1CCS(=O)(=O)C1 (stereo not drawn)	2	5	-4	1	-1	-2	-1	-0.1	0	-3
CCOC(=O)c1[nH]c(C)c(C(=O)OCC(=O)NCc2ccc(Cl)cc2)c1C	-8	-11	11	-3	3	1	-8	-0.8	7	7
CCOC(=O)C1(Cc2cccc(Cl)c2)CCCN(C(=O)CCSC)C1 (stereo not drawn)	-1	1	-11	2	0	-1	2	-0.3	-1	2
O=C(Nc1ccc(F)cc1)Nc1cccc(Br)c1	-21	1	2	4	0	-15	-6	-0.5	-3	3

From PubChem BioAssay
